PI4K2A inh = blocks human PI4K2A kinase activity. purified PI4K2A, ADP-Glo luminescence, 1 h; hits give low values. activity change, negative = inhibition, % at 76.9 µM. 0.13% of 420,000 active. AID 1346378; in the data active = activity change below about -50%; inconclusive = mostly about -30% to -49%;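 also: -100% = wells without enzyme as full effect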
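ADP-Glo luminescence measured ADP generated by PI4K2A enzyme (4 ug/mL before mixing) with 1.2 mM PI substrate (pre-mix) and 300 microM ATP (pre-mix). Tris pH7.5 buffer with MgCl2, Triton X-100; 1 h reaction at ambient temperature.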
HP1b binding inh = blocks HP1-beta chromodomain binding to methylated histone tails. P83916. AlphaScreen HP1-beta / biotin-H3K9me3 peptide binding. Potency, µM (titrated, usually from 114 µM), for inactives: at the top dose activity change, negative = inhibition, hits mostly inhibitors. 0.56% of 390,000 active. AID 540317; also: potency is read from the fitted curve at half-maximal effect; nearly all actives have a fitted effect of over 70% in size; inactives centre near 23
Target sequence (P83916 whole entry, looked up): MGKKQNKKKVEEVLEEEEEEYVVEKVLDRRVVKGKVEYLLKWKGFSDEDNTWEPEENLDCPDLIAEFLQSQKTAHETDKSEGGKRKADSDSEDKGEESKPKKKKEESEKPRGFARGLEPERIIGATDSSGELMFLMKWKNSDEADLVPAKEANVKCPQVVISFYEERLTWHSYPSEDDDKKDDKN
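HP1-beta protein (50 nM final) preincubated 30 min at room temperature with biotinylated H3(1-18)K9me3 peptide (50 nM) in PBS pH 7.4, 0.01% Tween-20, then compound added for 30 min. AlphaScreen streptavidin donor/nickel chelate acceptor beads (10 ug/mL final), 30 min dark, luminescence read.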
PGK inhibitor = blocks T. brucei phosphoglycerate kinase; P07378; PGK/GAPDH coupled, Kinase-Glo luminescence, 60 min; 0.043% of 380,000 active; AID 602233; Potency, µM (series often up to 57.5 µM), without a hit: at the highest dose activity change, negative = inhibition, usual class: inhibitors; also: potency is read from the fitted curve at half-maximal effect; % is scaled to controls: 0 for no effect and ±100 for the full control effect; nearly all actives have a fitted effect of over 60% in size
Target sequence (P07378 whole entry, looked up): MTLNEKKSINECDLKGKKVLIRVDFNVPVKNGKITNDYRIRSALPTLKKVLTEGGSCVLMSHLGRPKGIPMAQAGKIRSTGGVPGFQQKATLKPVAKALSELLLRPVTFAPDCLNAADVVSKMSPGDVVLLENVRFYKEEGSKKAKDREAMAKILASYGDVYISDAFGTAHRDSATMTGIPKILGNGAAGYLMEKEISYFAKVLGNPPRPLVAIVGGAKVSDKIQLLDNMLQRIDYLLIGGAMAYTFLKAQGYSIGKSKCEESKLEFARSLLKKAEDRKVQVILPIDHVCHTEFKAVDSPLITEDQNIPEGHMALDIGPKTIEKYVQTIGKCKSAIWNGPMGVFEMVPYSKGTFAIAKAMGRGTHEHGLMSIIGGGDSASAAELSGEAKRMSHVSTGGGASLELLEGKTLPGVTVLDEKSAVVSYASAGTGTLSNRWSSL
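Recombinant glycosomal PGK reaction used 1,3-bisphosphoglycerate generated in-well by GAPDH (100nM final) in 100mM TEA pH 7.6, 5mM MgCl2, 0.01% Tween-20. After 60 minutes at room temperature, ATP was read by Kinase-Glo Plus luminescence end-point.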
Pin1 inhibitor = inhibitors of human Pin1. Q13526. Pin1 FP peptide displacement, HiFluor488, 10 min. Potency, µM (doses to about 115 µM), without a hit: top-dose activity, negative = inhibition, usual class: inhibitors. 0.009% of 390,000 active; active = well fitted inhibition curve with a large enough effect in the polarisation, with a control signal flat, not every such curve was filed as active; inconclusive = small, poorly fitted or top-dose-only effect, or effect the other way, or a change in a side signal; inactive = no such curve, though single readings can be large or run the other way; the % refers to the polarisation; also: potency is read from the fitted curve at half-maximal effect; % is scaled to controls: 0 for no effect and ±100 for the full control effect
Target sequence (Q13526 whole entry, looked up): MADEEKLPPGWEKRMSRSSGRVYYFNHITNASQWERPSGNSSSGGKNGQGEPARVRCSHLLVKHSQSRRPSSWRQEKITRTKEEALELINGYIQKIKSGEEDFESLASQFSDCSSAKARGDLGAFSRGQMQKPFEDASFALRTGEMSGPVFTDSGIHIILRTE
GLS inhibitor = glutaminase GLS (human) inhibition; O94925; GLS enzymatic activity, qHTS titration; Potency, µM (doses to about 45.5 µM), for inactives: at the top dose activity change, negative = inhibition, actives largely listed as inhibitors; 0.21% of 410,000 active; AID 624170; also: potency is read from the fitted curve at half-maximal effect; % is scaled to controls: 0 for no effect and ±100 for the full control effect
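Read-out is an Amplex red fluorescence increase coupled through glutamate oxidase and HRP, measured before and after 30 min room-temperature incubation. hKGA is in 45 mM KH2PO4 (pH 8.2) with 0.02% Tween-20; glutamine added as 1mM solution.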
TrxR1 inh = blocks rat thioredoxin reductase 1. O89049. recombinant rTrxR1, NADPH fluorescence consumption, selenite substrate. Potency, µM (doses to about 114 µM), without a hit: at the top dose activity change, negative = inhibition, most hits filed as inhibitors. 1% of 390,000 active; also: potency is read from the fitted curve at half-maximal effect; % is scaled to controls: 0 for no effect and ±100 for the full control effect; nearly all actives have a fitted effect of over 65% in size
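Rat TrxR1 (90 nM in the dispensed reagent) was pre-reduced with 400 uM NADPH for 5 min at room temperature, then incubated with compound for 15 min. After 400 uM selenite was added, NADPH fluorescence (Ex 340/Em 450 nm) was followed for 8 min.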
TrxR1 substrate = substrates of rat thioredoxin reductase 1; 0.01% of 390,000 active; purified TrxR1 substrate turnover, NADPH consumption readout; Potency, µM (highest dose often 114 µM), without a hit: top-dose activity change, negative = substrate turnover; AID 588456; also: potency is read from the fitted curve at half-maximal effect; % is scaled to controls: 0 for no effect and ±100 for the full control effect; nearly all actives have a fitted effect of over 50% in size
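Rat TrxR1, dispensed at 90 nM, was prereduced with 400 uM NADPH (final) for 5 min at ~22 deg C, then incubated with compound 15 min before 400 uM selenite. A first-read NADPH fluorescence drop versus no-compound background flagged substrates.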
mIDH1 inhibitor = inhibitors of human mutant IDH1 R132H; O75874; 0.093% of 390,000 active; Potency, µM (titrated, usually from 76.6 µM), for the others: at the highest dose activity change, negative = inhibition, most hits filed as inhibitors; IDH1-R132H enzyme, NADPH consumption, diaphorase/resazurin fluorescence; also: potency is read from the fitted curve at half-maximal effect; % is scaled to controls: 0 for no effect and ±100 for the full control effect; nearly all actives have a fitted effect of over 65% in size
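IDH1-R132H (0.5 ug/mL dispensed) in pH 7.5 Tris buffer was preincubated 30 min with compound, then given a substrate mix of 0.016 mM NADPH and 2 mM alpha-KG for 80 min at room temperature; remaining NADPH was read by diaphorase/resazurin fluorescence.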
USP1-UAF1 inh = USP1/UAF1 (human) deubiquitinase inhibition | O94782 | recombinant USP1/UAF1, Ub-Rhodamine cleavage fluorescence | Potency, µM (top dose mostly 57.1 µM), without a hit: at the highest dose activity change, negative = inhibition, most hits filed as inhibitors | 0.23% of 390,000 active | AID 743255; also: potency is read from the fitted curve at half-maximal effect; % is scaled to controls: 0 for no effect and ±100 for the full control effect; nearly all actives have a fitted effect of over 60% in size; inactives centre near -12
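High-throughput fluorogenic screen: 1nM USP1/UAF1 complex, Ub-Rho substrate 150nM final, 50mM HEPES pH 7.8 with 0.5mM EDTA, 0.1 mg/ml BSA, 1mM TCEP and 0.01% Tween-20.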
An asterisk follows results filed as active; i = inactive; ? = inconclusive; . = no result given; [ ] = another dose, or the depositor's remark. Unless noted, calls follow the shape of the dose curve; as a rule, active = well fitted curve in the direction sought with a large enough effect; inconclusive = small, poorly fitted or top-dose-only effect, or another doubt; inactive = no such curve, though single readings can be large; an effect the other way counts as inactive or inconclusive. Only part of the results is shown. The share of hits here may be higher or lower than overall.

Screens in order – PI4K2A inh | HP1b binding inh | PGK inhibitor | Pin1 inhibitor | GLS inhibitor | TrxR1 inh | TrxR1 substrate | mIDH1 inhibitor | USP1-UAF1 inh
> O=C1C=C(c2ccc(-c3ccccc3)c(F)c2)C[C@@H](c2ccc(F)cc2)C1
    -3.9 | 16.2% | 9.0% | -1.6% | 10.2% | 11.5% | 1.6% | -4.9% | -15.7%
> O=C(NCc1ccc(F)cc1)C1CCCCN1S(=O)(=O)c1ccc(F)cc1 (stereo unspecified)
    -4.9 | 18.9% | i | 3.8% | -0.3% | 3.9%[57.1 µM] | 0.8%[57.1 µM] | -19.7% | -0.3%
> COc1ccc(CNC(=O)CN2C(=O)CC(c3ccccc3)=Nc3ccccc32)cc1
    -1.5 | 32.3% | i | -3.7% | -4.3% | -17.0%[57.1 µM] | -15.4% | -0.4% | -3.8%
> COc1cccc(/C=C/c2nc(C#N)c(NCCc3ccccc3)o2)c1
    1.9 | 2.8% | -0.2% | 9.0% | 0.7% | 389.8%[activator] | 202.4%[activator] | -7.0% | 1.7%
> COc1ccc2oc(=O)c(-c3csc(Nc4cccc(O)c4)n3)cc2c1
    0.8 | 39.8% | -1.9% | 51.3%[activator] | 4.0% | -7.2% | -6.2% | 5.4% | ?
> COc1ccc2nc(COC(=O)c3cccc([N+](=O)[O-])c3)c(C(C)=O)[n+]([O-])c2c1
    2.7 | 9.5% | -6.2% | 2.6% | 0.2% | -19.3% | -2.0% | -2.9% | -18.7%
> CCOc1ccccc1OCCCC(=O)NC1CCCc2ccccc21 (stereo unspecified)
    3.8 | 26.1% | 0.0% | -10.2% | -7.2% | -14.9% | -7.0% | 7.9% | -11.9%
> COc1cc(OC)cc(-c2nc(N)n[nH]2)c1
    4.5 | 26.2% | -5.9% | -4.3% | -1.8% | 28.7%[57.1 µM] | 7.5%[57.1 µM] | 7.3% | -10.6%
> COc1cccc(NC(=O)CSc2nc3ccc(NC(=O)c4ccco4)cc3s2)c1
    2.1 | 92.9%[activator] | i | 74.8%[activator] | 2.5% | 18.1% | 1.8% | 9.9% | ?
> O=C(CS(=O)(=O)c1ccccc1)NC1CCCCC1
    -20.8 | 20.3% | -1.6% | ? | -4.4% | 17.3% | 0.2% | 0.4% | -6.6%
> Cc1cccc(-n2ncc(C#N)c2N)c1
    10.7 | 20.4% | -3.4% | 2.3% | 6.1% | -7.3%[57.1 µM] | -1.0%[57.1 µM] | -3.8% | 4.9%
> C=CCOc1c(CNC2CCCC2)cc(Cl)cc1OC
    -1.0 | 22.6% | -3.3% | -5.4% | -6.9% | 44.7%[activator] | 13.3% | 10.5% | -18.3%
> Cc1ccc(-c2nnc(Nc3cccc(Cl)c3)c3ccccc23)cc1S(=O)(=O)N1CCOCC1
    -22.9 | 41.4%[activator] | -1.1% | 16.3% | 2.1% | 11.4% | 7.6% | 15.9% | -8.3%
> O=C(O)c1cc(S(=O)(=O)O)cc(Nc2c3ccccc3nc3ccccc23)c1O
    -10.0 | ? | -8.0% | ? | 18.4% | -14.9%[57.1 µM] | 23.7%[57.1 µM] | -5.9% | -13.6%
> CCCCCCCCCCC[N+](C)(C)CC/C=C1/c2ccccc2Sc2ccc(Cl)cc21
    -0.9 | 12.2% | -3.4% | 30.0% | ? | ? | -1.9%[57.1 µM] | -26.4% | -26.4%
> N#CCSc1n[nH]c2nc3c(c(=O)n12)C1(CCCC1)Cc1ccccc1-3
    -0.9 | 53.6%[activator] | -0.6% | -2.1% | 2.9% | 28.9% | 171.2%[activator] | 1.6% | -23.0%
> CC(=O)Nc1nnc([N+](=O)[O-])s1
    -2.9 | . | -2.0% | . | -2.9% | . | . | 3.2% | -15.3%
> O=C(CN1CCN(S(=O)(=O)N2CCCCCC2)CC1)Nc1ccc(F)cc1
    -0.5 | 47.4%[activator] | -0.5% | 4.3% | -4.0% | 16.1%[57.1 µM] | -7.6%[57.1 µM] | 2.9% | -9.7%
> O=S(=O)(N/N=C\c1ccccc1O)c1ccc(Cl)cc1
    -1.7 | 13.8% | -6.2% | -4.7% | 20.0% | 21.0% | -3.7% | -6.5% | -20.6%
> COCCN=c1scc(-c2ccccc2)n1/N=C/c1c[nH]c2ccccc12
    -2.5 | ? | -9.4% | ? | 3.3% | -18.9% | -17.9% | -11.6% | -2.7%
> COc1ccccc1-n1c(SCC(=O)O)nc2sc3c(c2c1=O)CCC3
    -1.6 | -2.2% | -4.2% | -1.9% | 3.4% | 16.0% | 1.8% | -0.8% | 0.0%
> COc1ccc2cc3cc(C(=O)N4CCN(c5ccccc5F)CC4)oc3nc2c1
    0.1 | 17.8% | -4.1% | -3.7% | 2.2% | 8.8% | 20.8% | 1.9% | -11.9%
> O=C(O)C(C/C(=N/O)c1ccc(Br)cc1)P(=O)(c1ccccc1)c1ccccc1 (stereo unspecified)
    -3.3 | 32.5% | -0.4% | 9.7% | 0.5% | 11.4% | 2.1% | 0.0% | 0.7%
> COc1ccccc1CNC(=O)CN(C)S(=O)(=O)c1cccc2cccnc12
    -7.2 | 18.4% | -6.8% | -3.9% | -8.0% | 15.3% | -2.7% | 4.3% | -4.4%
> COc1ccc(NC(=O)CCN2CCN(S(=O)(=O)c3cc(Cl)ccc3Cl)CC2)cc1
    -2.2 | 14.6% | -6.2% | 8.4% | -1.4% | 14.7% | -9.5% | -2.4% | -13.0%
> CCc1ccc2[nH]c(=O)c(CN(Cc3ccc(F)cc3)C(c3nnnn3CCN3CCOCC3)C(C)C)cc2c1 (stereo unspecified)
    -5.7 | 24.8% | -0.5% | -4.2% | -6.3% | 1.7% | -1.2% | -5.4% | 7.2%
> O=C(NCc1n[nH]c(=S)n1-c1cccc(Cl)c1)c1cccs1
    1.0 | ? | -10.5% | -0.7% | -10.8% | -3.9%[57.1 µM] | 5.0% | -1.7% | -5.9%
> Cc1ccc(S(=O)(=O)NC(CN2CCOCC2)=NCCNS(=O)(=O)c2ccccc2)cc1
    -4.2 | 47.7%[activator] | -0.6% | 3.4% | 9.2% | 21.0% | 5.3% | 1.1% | -16.1%
> CC(=O)c1cc(-c2ccccc2)n(CC(=O)Nc2ccc(C)cc2C)c1C
    -0.6 | 6.9% | -11.3% | -6.3% | -3.0% | -8.3%[57.1 µM] | -12.8%[57.1 µM] | 21.0% | -28.0%
> COc1cc(/C=C/c2cccc[n+]2C)ccc1OCC(=O)Nc1ccccc1
    -2.1 | 9.2% | 1.3% | 1.9% | -6.6% | 1.5% | -5.4% | -10.4% | -29.3%
> COc1cccc(CNCCO)c1OCc1ccc(Cl)cc1
    2.9 | 34.4%[activator] | -2.3% | -1.8% | -2.8% | 15.5% | -3.0% | 3.9% | -6.1%
> CC(=O)OCC1=C(C(=O)O)N2C(=O)C(NC(=O)c3ccc(COc4c(C)cccc4Cl)o3)C2SC1 (stereo unspecified)
    -7.2 | 10.3% | -26.0% | ? | 7.1% | ? | 0.0% | -3.1% | -10.0%
> O=C(CN(c1ccccc1F)S(=O)(=O)c1ccccc1)NC1CCCCCC1
    1.8 | 44.9%[activator] | i | 0.7% | -0.8% | 5.6% | -0.7% | 1.2% | -10.6%
> O=C(CSc1nncs1)NCc1ccc2c(c1)OCO2
    0.6 | 32.4% | -7.5% | -4.4% | 3.2% | 11.0% | 9.5% | -3.9% | -14.3%
> N#CC1=C(N)C2=CCCC[C@H]2[C@H](c2ccccc2)C1(C#N)C#N
    3.6 | 35.9% | -7.9% | ? | -2.2% | ? | -1.3% | 23.3µM* | -17.4%
> Cc1cc(SCC(=O)Nc2ccccc2)n2ncc(-c3ccccc3)c2n1
    2.9 | 63.6%[activator] | -9.9% | -0.9% | -1.9% | 17.6% | 2.1% | -1.0% | -21.5%
> Cc1ccc(OCC(=O)N/N=C\c2cn(C)c3ccccc23)c([N+](=O)[O-])c1
    -10.0 | 53.7%[activator] | 5.4% | -11.7% | -4.8% | -17.6% | -13.1% | 5.4% | -1.3%
> COCC(=O)Nc1ccc(C)c(Cl)c1
    0.2 | 41.5%[activator] | -5.6% | 6.9% | -3.4% | 17.2%[57.1 µM] | 8.6%[57.1 µM] | 3.1% | -5.1%
> O=C(Nc1ccc([N+](=O)[O-])cc1)c1ccc(Cn2cc([N+](=O)[O-])cn2)cc1
    -4.3 | 49.4%[activator] | . | ? | -2.3% | 3.6% | -5.8% | -3.7% | -13.9%
> O=c1nc2ccccc2c2n1CC(CN1CCN(c3ccc(F)cc3)CC1)N2 (stereo unspecified)
    -2.2 | 39.9% | -3.1% | 3.9% | 28.2% | -10.0% | -13.2% | 0.1% | 1.0%
> CCOc1ccccc1NC(=O)C1CCN(c2ccc(S(=O)(=O)N3CCCC3)cc2)CC1
    -6.3 | 9.8% | 1.4% | 6.8% | 1.4% | 12.3% | 2.5% | -6.6% | -8.8%
> COC(=O)c1cc2ccsc2n1Cc1cc(=O)n2ccccc2n1
    -0.5 | 11.0% | . | 5.2% | -3.7% | 14.9% | 3.8% | 12.7% | -8.5%
> c1ccc(Cn2nnnc2C(c2ccccn2)N2CCOCC2)cc1 (stereo unspecified)
    0.7 | 15.4% | 9.0% | 0.1% | -1.3% | 7.4% | 8.2% | 2.1% | 5.3%
> CCN(CC(=O)Nc1ccccc1OC)CC(=O)Nc1ccccc1-c1ccccc1
    -3.0 | ? | -6.9% | -11.8% | 1.7% | 16.9%[57.1 µM] | 4.1% | 5.3% | -14.1%
